Screening data (PubChem BioAssay)
Casp6 inh – caspase-6 (human) enzyme inhibition. P55212. purified caspase-6, Z-VEID-R110 cleavage fluorescence. inhibition, % at 12.5 µM. 350,000 compounds, 0.53% hits;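 active = mean inhibition across replicates at least about 35%, with every replicate also reaching that limit, limit read from the data; inconclusive = only one of the two criteria met; inactive = neither criterion met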;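 note: 0% = median of neutral control wells and 100% = no fluorescence left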
PglD inh – inhibitors of Campylobacter jejuni PglD acetyltransferase; purified PglD enzyme, DTNB colorimetric CoA detection; inhibition, % at 12.5 µM; 360,000 compounds, 0.098% hits; AID 602405; in the data active = inhibition above about 16%, passing the limit was not always enough; inconclusive = no clear call, values can overlap the other calls; note: strong numbers were not always called active
ARNT TACC3 PPI – ARNT/TACC3 interaction disruption; AlphaScreen His-ARNT PAS-B/GST-TACC3 binding, luminescence; TACC3 fragment carries E629A point mutation; inhibition, % at 9.99 µM; 390,000 compounds, 0.66% hits;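 active = mean inhibition of replicates at least 50% and at least half of replicates each reaching 50%; inconclusive = half or more replicates reach 50% but mean below 50%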;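 note: 0% = complete ARNT plus TACC3 wells and 100% = ARNT alone without TACC3; many hits fall short of the cut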
RAD54 branch – RAD54 (human) branch migration inhibition. Q92698. RAD54 Holliday junction branch migration, FAM/BHQ fluorescence. inhibition, % at 10.4 µM. 360,000 compounds, 0.14% hits;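 active = mean normalized replicate activity at least 40 and at least half of replicates scoring 40 or more; inconclusive = only one of the two criteria met; inactive = mean below 40 and under half of replicates reaching 40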;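 note: 0% = median of neutral control wells and 100% = median of positive control wells; inhibitors cause a drop in the FAM fluorescence signal; in these data hits start at about 50%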
RAD52 inh – inhibitors of human RAD52 DNA annealing; AID 651710; P43351; 360,000 compounds, 0.46% hits; inhibition, % at 18.7 µM; recombinant RAD52 DNA annealing, FRET fluorescence;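 active = every replicate showing at least 50% inhibition; inconclusive = mean inhibition at least 50% but not in every replicate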
Target sequence (P43351 whole entry, looked up): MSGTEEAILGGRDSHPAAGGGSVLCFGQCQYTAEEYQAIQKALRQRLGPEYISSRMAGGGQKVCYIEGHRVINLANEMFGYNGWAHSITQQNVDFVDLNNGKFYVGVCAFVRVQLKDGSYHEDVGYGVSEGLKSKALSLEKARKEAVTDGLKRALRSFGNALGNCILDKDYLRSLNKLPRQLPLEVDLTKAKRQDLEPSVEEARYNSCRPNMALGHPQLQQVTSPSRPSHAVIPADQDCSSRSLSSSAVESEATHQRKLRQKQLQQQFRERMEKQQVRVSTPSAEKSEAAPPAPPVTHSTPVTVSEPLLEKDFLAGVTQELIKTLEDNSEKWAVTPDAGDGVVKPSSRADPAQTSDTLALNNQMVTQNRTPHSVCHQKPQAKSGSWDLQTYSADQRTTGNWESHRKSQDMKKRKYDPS
ERp5 block – ERp5 (human) disulfide isomerase inhibition; 350,000 compounds, 0.05% hits; ERp5 insulin aggregation, absorbance 650 nm, 90 min; inhibition, % at 9.99 µM; AID 651711;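 active = mean replicate inhibition above about 25%, with every replicate also reaching it, limit read from the data, passing the limit was not always enough; inconclusive = only one of those two criteria met; inactive = neither criterion met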
Target sequence (Q15084 whole entry, looked up): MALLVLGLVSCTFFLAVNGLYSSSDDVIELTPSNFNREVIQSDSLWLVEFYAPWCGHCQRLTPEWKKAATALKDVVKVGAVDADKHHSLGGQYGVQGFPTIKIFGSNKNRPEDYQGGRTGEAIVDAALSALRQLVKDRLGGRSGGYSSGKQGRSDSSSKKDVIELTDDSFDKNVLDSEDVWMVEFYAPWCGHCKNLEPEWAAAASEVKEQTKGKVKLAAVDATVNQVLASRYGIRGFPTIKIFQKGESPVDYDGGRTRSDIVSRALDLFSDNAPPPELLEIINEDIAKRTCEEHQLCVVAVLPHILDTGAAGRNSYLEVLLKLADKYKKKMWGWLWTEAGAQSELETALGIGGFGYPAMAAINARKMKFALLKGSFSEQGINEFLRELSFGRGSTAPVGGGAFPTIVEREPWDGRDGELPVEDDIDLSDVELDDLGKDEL
E-sel inducer – E-selectin induction on HUVECs. activation, % at 7.58 µM. AID 686992. 260,000 compounds, 0.37% hits. P16581. HUVEC E-selectin immunofluorescence imaging; normalized: neutral wells 0, TNF-alpha wells 100;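 active = mean E-selectin-positive cell signal at least 10% of the positive control, reached in at least 60% of replicates, without over 20% cell loss; inconclusive = no rule given, readout overlaps actives, possibly toxicity-flagged; inactive = the rest, including those meeting only one limit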;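 note: in these data hits start at about 27%; measured in HUVEC primary endothelial cells; signal is the percent of cells scored E-selectin positive by PE staining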
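System: HUVEC / Compound: single concentration / Signal: immunofluorescence imaging / Read-out: percent E-selectin-positive cells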
esBAF inh – SWI/SNF esBAF complex inhibition; 350,000 compounds, 2% hits; reporter increase, % at 12.5 µM; mouse ES cells, Bmi1-luciferase knock-in reporter, 24 h; 100% = twice the neutral-well signal; in the data active = activation above about 40%; inconclusive = no clear call, values can overlap the other calls;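 note: 0% = median of the plate's neutral control wells and 100% = double that signal; a rise in the Bmi1 reporter signal indicates esBAF inhibition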
Active calls of the source: *; ? = inconclusive; · = not tested or not shown.

| nr | smiles | Casp6 inh | PglD inh | ARNT TACC3 PPI | RAD54 branch | RAD52 inh | ERp5 block | E-sel inducer | esBAF inh |
| --- | --- | --- | --- | --- | --- | --- | --- | --- | --- |
| 1 | CC(C)(C)c1cc2cccnc2n1Cc1cccc(Cl)c1 | · | -3 | 10 | 10 | · | · | -1.0 | -4 |
| 2 | CCN(CC)C(=O)c1cc2c(=O)c3cc(F)ccc3oc2nc1C | 16 | 3 | -5 | 8 | -9 | 1 | · | 33 |
| 3 | CCN(CC)C(=O)C1CCCN(C(=O)c2oc3ccc(C)cc3c2C)C1 (stereo unspecified) | 2 | 1 | -1 | -10 | -10 | -11 | · | 5 |
| 4 | O=C(Cc1cn(Cc2ccccc2)c2ccccc12)Nc1ccc(Oc2cccnc2)cc1 | 2 | · | · | · | -11 | 0 | 0.0 | · |
| 5 | CCOC(=O)C1(C)CCN1C(=O)c1cc(F)cc(F)c1 (stereo unspecified) | -3 | 2 | · | -12 | 0 | 2 | 0.7 | -5 |
| 6 | Cc1ccc(-c2ccc([C@@H]3[C@@H](CO)N4C(=O)CN(C(=O)Nc5ccc(F)cc5)C[C@H]34)cc2)cc1 | -2 | · | · | · | -12 | -11 | -0.4 | · |
| 7 | CCn1cc(C(=O)NC(=S)Nc2ccccc2Br)cn1 | -4 | · | 0 | -2 | -1 | 0 | · | · |
| 8 | C[C@@H]1CN([C@H](C)CO)C(=O)c2cc(C3=CCCC3)cnc2O[C@@H]1CN(C)Cc1ccc(C(=O)O)cc1 | -3 | -1 | -5 | 9 | 2 | -1 | -0.3 | -1 |
| 9 | CCOC(=O)C1(C)CCCN(C(=O)c2ccc(OC)cc2OC)C1 (stereo unspecified) | -3 | 2 | · | -1 | -11 | -1 | · | 0 |
| 10 | O=C(O)c1ccc(/C=N/Nc2ccc(S(=O)(=O)N3CCCC3)cc2[N+](=O)[O-])cc1 | -1 | 5 | 5 | 2 | -24 | 4 | 1.3 | 2 |
| 11 | COc1ccc(CNC(=O)C2CCCC2)cc1 | 4 | 4 | -5 | 3 | -15 | 2 | · | 14 |
| 12 | O=C(C[C@H]1CC[C@H]2[C@@H](COC[C@@H](O)CN2Cc2cc(F)cc(F)c2)O1)Nc1nccs1 | · | 7 | 2 | 9 | · | · | 0.2 | 3 |
| 13 | O=C(CC1SC(=NCc2ccccc2)NC1=O)Nc1ccccc1 (stereo unspecified) | 3 | -3 | 1 | -2 | -8 | 3 | 4.8 | · |
| 14 | COc1ccccc1-c1cnc2c(c1)C(=O)N([C@H](C)CO)C[C@@H](C)[C@H](CN(C)C)O2 | 1 | -3 | -3 | -6 | 19 | -2 | 1.2 | 2 |
| 15 | CN(C)S(=O)(=O)n1ccnc1 | · | -8 | -11 | -4 | · | · | · | -4 |
| 16 | CCc1cc(=O)oc2cc(OCC(=O)NCCN3CCOCC3)c(Cl)cc12 | 2 | 2 | 1 | 2 | 7 | -1 | 0.2 | -3 |
| 17 | Cc1sc2nc(CSc3ncn[nH]3)[nH]c(=O)c2c1C | -2 | · | -3 | · | -22 | -1 | · | · |
| 18 | COc1ccc(C2N(c3ccccn3)C(=O)C3CCCN32)c(OC)c1 (stereo unspecified) | · | 2 | -1 | -12 | · | · | · | 3 |
| 19 | CC(C)OCCCNc1ncnc2c1[nH]c1ccc(F)cc12 | · | 6 | -2 | 12 | · | · | · | -25 |
| 20 | CC(C)Cc1nc(S(=O)(=O)c2ccc(Cl)cc2)c(N2CCOCC2)o1 | · | 1 | -6 | -2 | · | · | · | -1 |

In the list so far, two have a COOH group.
| nr | smiles | Casp6 inh | PglD inh | ARNT TACC3 PPI | RAD54 branch | RAD52 inh | ERp5 block | E-sel inducer | esBAF inh |
| --- | --- | --- | --- | --- | --- | --- | --- | --- | --- |
| 8 | C[C@@H]1CN([C@H](C)CO)C(=O)c2cc(C3=CCCC3)cnc2O[C@@H]1CN(C)Cc1ccc(C(=O)O)cc1 | -3 | -1 | -5 | 9 | 2 | -1 | -0.3 | -1 |
| 10 | O=C(O)c1ccc(/C=N/Nc2ccc(S(=O)(=O)N3CCCC3)cc2[N+](=O)[O-])cc1 | -1 | 5 | 5 | 2 | -24 | 4 | 1.3 | 2 |

The list continues:
| nr | smiles | Casp6 inh | PglD inh | ARNT TACC3 PPI | RAD54 branch | RAD52 inh | ERp5 block | E-sel inducer | esBAF inh |
| --- | --- | --- | --- | --- | --- | --- | --- | --- | --- |
| 21 | C[C@H]1CCCCO[C@H](CN(C)C(=O)CCC(F)(F)F)[C@@H](C)CN([C@@H](C)CO)C(=O)c2cc(N(C)C)ccc2O1 | 2 | 1 | 2 | -12 | -10 | 3 | -0.2 | -2 |
| 22 | O=C(Nc1ccc(C(=O)O)cc1)/C(=C\c1ccco1)NC(=O)c1ccccc1 | -1 | -5 | 2 | -15 | -33 | 3 | · | 3 |
| 23 | COc1ccccc1CNC(=O)C[C@H]1C[C@@H]2c3cc(NC(=O)Nc4ccc(C(F)(F)F)cc4)ccc3O[C@@H]2[C@@H](CO)O1 | 0 | -4 | 4 | -9 | -2 | 2 | ? | 4 |
| 24 | CCOC(=O)N1CCC(NC(=O)c2ccc(CS(=O)(=O)c3ccccc3C)o2)CC1 | -1 | 0 | -3 | 1 | -5 | 2 | · | 8 |
| 25 | C[C@H]1CN([C@@H](C)CO)C(=O)Cc2cc(NC(=O)Cn3cnnn3)ccc2O[C@@H]1CN(C)Cc1ccc(C(F)(F)F)cc1 | -1 | -1 | -6 | 7 | 17 | 4 | · | 2 |
| 26 | CCOC(=O)c1cnc(-c2ccccc2)nc1N1CCOCC1 | 2 | · | 14 | · | -21 | -3 | · | · |
| 27 | CCNC(=O)C[C@H]1CC[C@@H]2[C@H](COC[C@H](O)CN2Cc2ccc(Cl)c(Cl)c2)O1 | -4 | 0 | 10 | -1 | -1 | -19 | 0.1 | 2 |
| 28 | O=C(CCc1ccccc1)Nc1cc(C(F)(F)F)ccc1Cl | · | -2 | -1 | 13 | · | · | · | -1 |
| 29 | CN(CCCC(=O)N1CCCC(C(N)=O)C1)S(=O)(=O)c1ccc(F)cc1 (stereo unspecified) | 0 | 5 | -1 | 15 | -14 | 5 | 0.6 | -6 |
| 30 | CC(=O)c1c(C)[nH]c(C(=O)NCc2ccc(Cl)cc2)c1C | 2 | 4 | · | 0 | -33 | -9 | 0.3 | 0 |
| 31 | COc1cc(C(=O)N[C@H](C(=O)OCC(=O)NC2CCCCCC2)C(C)C)cc(OC)c1OC | -2 | 3 | 3 | -1 | -16 | 2 | -0.4 | 4 |
| 32 | CCc1ccc(NC(=O)C(=O)NCC2CCCN2S(=O)(=O)c2cccs2)cc1 (stereo unspecified) | -1 | -3 | 2 | 13 | -17 | 4 | -0.2 | -13 |
| 33 | COc1ccccc1N(CC(=O)NCc1ccc(F)cc1)C(=O)CCC(=O)Nc1ccccn1 | -1 | · | -1 | · | 0 | 5 | · | · |
| 34 | CC(C)CCNC(=O)C1CCCN(S(=O)(=O)c2ccc3c(c2)CC(C)N3C(=O)C2CC2)C1 (stereo unspecified) | -3 | 4 | 4 | 1 | -7 | 4 | 0.0 | -2 |

Structures above with an aryl methoxy group (7):
| nr | smiles | Casp6 inh | PglD inh | ARNT TACC3 PPI | RAD54 branch | RAD52 inh | ERp5 block | E-sel inducer | esBAF inh |
| --- | --- | --- | --- | --- | --- | --- | --- | --- | --- |
| 9 | CCOC(=O)C1(C)CCCN(C(=O)c2ccc(OC)cc2OC)C1 (stereo unspecified) | -3 | 2 | · | -1 | -11 | -1 | · | 0 |
| 11 | COc1ccc(CNC(=O)C2CCCC2)cc1 | 4 | 4 | -5 | 3 | -15 | 2 | · | 14 |
| 14 | COc1ccccc1-c1cnc2c(c1)C(=O)N([C@H](C)CO)C[C@@H](C)[C@H](CN(C)C)O2 | 1 | -3 | -3 | -6 | 19 | -2 | 1.2 | 2 |
| 18 | COc1ccc(C2N(c3ccccn3)C(=O)C3CCCN32)c(OC)c1 (stereo unspecified) | · | 2 | -1 | -12 | · | · | · | 3 |
| 23 | COc1ccccc1CNC(=O)C[C@H]1C[C@@H]2c3cc(NC(=O)Nc4ccc(C(F)(F)F)cc4)ccc3O[C@@H]2[C@@H](CO)O1 | 0 | -4 | 4 | -9 | -2 | 2 | ? | 4 |
| 31 | COc1cc(C(=O)N[C@H](C(=O)OCC(=O)NC2CCCCCC2)C(C)C)cc(OC)c1OC | -2 | 3 | 3 | -1 | -16 | 2 | -0.4 | 4 |
| 33 | COc1ccccc1N(CC(=O)NCc1ccc(F)cc1)C(=O)CCC(=O)Nc1ccccn1 | -1 | · | -1 | · | 0 | 5 | · | · |

An unsorted share of the library (roughly 3.2% active in at least one column).
